From PubChem
GalR3 antagonist = blocks the human galanin receptor 3; O60755; HEK293 GalR3-CNG cAMP membrane potential fluorescence; galR3 body fused to GalR1 C-terminus; inhibition, % at 3 µM; actives 0.44% (n = 360,000); AID 651719;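 active = inhibition above the screen-wide average plus 3 SD, cut at about 13% in these data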;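 also: forskolin and galanin both at EC90 stimulate the cells; cAMP rise reported by CNG channel membrane potential dye signal; 0% = forskolin plus galanin with DMSO and 100% = forskolin alone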
V1aR counter = activates human V1a receptor in oxytocin agonist counter-screen; activation, % at 3 µM; P37288; AID 2797; CHO-V1R cells, Fluo-8 calcium fluorescence, agonist mode; 0% DMSO, 100% 3 nM vasopressin; actives 0.25% (n = 320,000);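 active = activation above the mean activation of all tested compounds plus 3 SD, per screening run, cut at about 20% in these data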;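 also: signal is peak over basal fluorescence ratio across a 100 second FLIPR read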
Target sequence (P37288 whole entry, looked up): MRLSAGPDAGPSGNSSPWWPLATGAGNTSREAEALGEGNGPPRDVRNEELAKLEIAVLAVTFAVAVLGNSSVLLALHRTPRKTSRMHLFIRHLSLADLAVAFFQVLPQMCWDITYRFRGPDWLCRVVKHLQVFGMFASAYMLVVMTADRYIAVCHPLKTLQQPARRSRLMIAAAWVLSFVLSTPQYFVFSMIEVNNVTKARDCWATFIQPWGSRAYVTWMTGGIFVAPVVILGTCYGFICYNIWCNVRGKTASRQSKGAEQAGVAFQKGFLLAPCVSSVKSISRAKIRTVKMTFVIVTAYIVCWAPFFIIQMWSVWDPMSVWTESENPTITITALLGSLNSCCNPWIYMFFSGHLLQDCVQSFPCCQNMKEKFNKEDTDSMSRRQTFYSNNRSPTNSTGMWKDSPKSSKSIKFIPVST
OXTR ag = activates the human oxytocin receptor; CHO-OTR cells, Fluo-8 calcium fluorescence; normalized: DMSO 0%, oxytocin 100%; activation, % at 3 µM; actives 0.32% (n = 320,000); AID 2435;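 active = activation above the mean of all tested compounds plus 3 SD, cutoff set per screening run, cut at about 20% in these data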;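 also: peak over basal fluorescence ratio from a 100 s FLIPR kinetic read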
Target sequence (P30559 whole entry, looked up): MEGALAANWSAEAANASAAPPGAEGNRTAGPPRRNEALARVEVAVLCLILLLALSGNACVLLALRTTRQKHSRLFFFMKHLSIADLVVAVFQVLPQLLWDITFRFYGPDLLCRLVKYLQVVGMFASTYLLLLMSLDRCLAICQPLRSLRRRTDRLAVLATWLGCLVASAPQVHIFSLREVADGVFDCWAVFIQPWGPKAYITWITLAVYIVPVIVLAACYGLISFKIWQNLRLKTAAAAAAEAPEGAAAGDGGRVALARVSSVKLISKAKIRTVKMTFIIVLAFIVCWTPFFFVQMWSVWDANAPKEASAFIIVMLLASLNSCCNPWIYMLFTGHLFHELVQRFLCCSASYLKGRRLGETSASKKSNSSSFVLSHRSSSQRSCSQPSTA
* = called active by the depositor.

SMILES	GalR3 antagonist	OXTR ag	V1aR counter
Cc1ccc(S(=O)(=O)Nc2c(C)nn(C)c2C)c(C)c1	-5	1.1	0.8
CCN=C(NCC)SC1CC(=O)N(CCc2ccccc2)C1=O (stereo not drawn)	-2	0.1	0.1
CSc1ncccc1C(=O)Nc1ccc2c(c1)OCCO2	-1	0.0	2.1
Cc1nn(-c2ccccc2)c(C)c1NC(=O)COC(=O)CCCOc1ccccc1	0	-0.8	3.2
O=C(OCc1nc2ccsc2c(=O)[nH]1)c1ccccc1	-1	-0.1	-0.1
CCC1CCCCN1C(=O)c1cc(S(=O)(=O)N2CCOCC2)ccc1C (stereo not drawn)	-1	0.3	0.1
O=C(/C=C/c1ccco1)OCC(=O)c1ccc(OC(F)F)cc1	-6	-1.6	0.8
CCOc1ccc(NC(=O)COC(=O)c2cc([N+](=O)[O-])ccc2N2CCOCC2)cc1	-4	-1.9	-1.4
C=CC[C@@H](CC(=O)N(CCO)Cc1ccccc1)C(=O)N[C@H](COC(=O)[C@@H](CC=C)Cc1ccc(F)cc1)Cc1c[nH]c2ccccc12	-8	0.7	1.8
Cc1ccc(C)c(C(=O)CCC(=O)NNC(=O)Cn2nc(C)cc2C)c1	-4	-1.4	-0.2

Reprinted at random: four compounds from above
SMILES	GalR3 antagonist	OXTR ag	V1aR counter
O=C(/C=C/c1ccco1)OCC(=O)c1ccc(OC(F)F)cc1	-6	-1.6	0.8
CCC1CCCCN1C(=O)c1cc(S(=O)(=O)N2CCOCC2)ccc1C (stereo not drawn)	-1	0.3	0.1
CSc1ncccc1C(=O)Nc1ccc2c(c1)OCCO2	-1	0.0	2.1
C=CC[C@@H](CC(=O)N(CCO)Cc1ccccc1)C(=O)N[C@H](COC(=O)[C@@H](CC=C)Cc1ccc(F)cc1)Cc1c[nH]c2ccccc12	-8	0.7	1.8

Whole records, looked up by structure. Order of screens: GalR3 antagonist | OXTR ag | V1aR counter
Record of `CCOc1ccc(NC(=O)COC(=O)c2cc([N+](=O)[O-])ccc2N2CCOCC2)cc1` → -4 | -1.9 | -1.4
Record of `CSc1ncccc1C(=O)Nc1ccc2c(c1)OCCO2` → -1 | 0.0 | 2.1

(list continues)
SMILES	GalR3 antagonist	OXTR ag	V1aR counter
CN(C)S(=O)(=O)c1ccc(N2CCCC2)c(C(=O)NNC(=O)c2ccc(F)cc2)c1	-4	1.2	0.9
CCN(C[C@H]1N[C@@](Cc2ccccc2)(C(=O)OC)[C@H]2C(=O)N(Cc3ccccc3)C(=O)[C@@H]12)S(=O)(=O)c1ccc(C)cc1	-4	3.0	3.0
CC(=O)C[C@H](O)CC(=O)[C@H]1OC(=O)[C@@H](C)C/C=C\Cc2ccccc21	4	-0.7	-0.1
COc1ccc2c(CC(=O)OCc3nc4ccsc4c(=O)[nH]3)coc2c1	-1	-0.2	-1.1
O=C(COC(=O)c1ccccc1O)NCCc1c[nH]c2ccccc12	-6	4.1	2.5
COc1ccc(CN(C)C(=O)Cn2cnc3c(OCc4ccccc4)ncnc32)cc1OC	-5	-1.4	-0.5
Cc1cccc(C)c1NC(=O)CN(C)C(=O)C1=COCCO1	-1	1.4	0.8
Cc1ccc(CN2[C@@H](Cc3ccccc3)C(=O)CS2(=O)=O)cc1	-5	4.6	0.5
CC[C@H](C)C(N)c1cn(C(CCCN=C(N)N)C(=O)N2CCNCC2)nn1 (stereo partly drawn)	-8	0.3	0.3
Cc1ccc(S(=O)(=O)NCCCNS(=O)(=O)c2ccc(C)cc2)cc1	-7	14	5.4

(more compounds)
SMILES	GalR3 antagonist	OXTR ag	V1aR counter
CC(C)(C)OC(=O)C[C@@H]1C/C=C\C[C@H](CC(=O)N(CCO)Cc2ccccc2)C(=O)N[C@@H](Cc2ccccc2)COC1=O	-3	-2.1	-1.4
CN(CC(=O)Nc1ccc(Cl)c(Cl)c1)C(=O)CC1OC(=O)c2ccccc21 (stereo not drawn)	-3	2.9	0.5
O=C(COC(=O)[C@@H]1CC(O)CN1S(=O)(=O)c1ccc(Cl)c(Cl)c1)NC(=O)NCc1ccccc1 (stereo partly drawn)	-2	0.7	0.0
Cc1cccc(OCCCCN2CCNCC2)c1	-4	0.6	0.8
CC(C)OCCCn1c(SC(C)C(=O)NC2CC2)nc2ccccc2c1=O (stereo not drawn)	-4	-1.3	0.1
O=C(COC(=O)c1cc(S(=O)(=O)N2CCOCC2)ccc1F)NCc1ccc2c(c1)OCO2	-4	0.5	0.3
COc1ccccc1Nc1nnc(SCC(=O)NC2CC2)s1	-2	0.0	-1.4
COc1ccc(NC(=O)CN(C)C2=NS(=O)(=O)c3ccccc32)cc1Cl	-5	0.7	0.2
COc1cc(OC)cc(C(=O)NNC(=O)c2ccc(-n3cncn3)c([N+](=O)[O-])c2)c1	-3	0.9	-0.3
CN(C1CCS(=O)(=O)C1)S(=O)(=O)c1ccc2ccccc2c1 (stereo not drawn)	-6	-0.1	1.6

Next structures.
SMILES	GalR3 antagonist	OXTR ag	V1aR counter
CCCCn1c(N)c(N(CCOC)C(=O)C2CCN(S(=O)(=O)c3ccccc3)CC2)c(=O)[nH]c1=O	-2	0.2	-0.3
COc1cc(C(=O)COC(=O)C2CC2(Cl)Cl)cc(OC)c1OC (stereo not drawn)	-6	-0.2	0.1
Cc1oc2ccc(O)cc2c1C(=O)c1ccc(F)cc1	-2	-2.5	-1.1
CCCCn1c(N)c(N(CCOC)C(=O)c2ccc(N(C)S(=O)(=O)c3ccc(C)cc3)cc2)c(=O)[nH]c1=O	-1	1.3	0.3
Cc1ccc(OC(C)C(=O)Nc2ccc(F)cc2)c([N+](=O)[O-])n1 (stereo not drawn)	-1	-1.6	0.4
COc1cc(OC)cc(-c2cc3ccc(OC)cc3cn2)c1	-11	-0.9	-0.8
Cc1cccc(S(=O)(=O)Nc2ccc(-c3ccc4nncn4n3)cc2)c1	2	2.2	1.2
CCCCNc1c(-c2ccc(OC)c(SC3CCCCC3)c2)nc2cc(C)ccn12	-7	-1.6	-0.6
C#CCOCCOCCOCCNc1nc(N2CCN(C(=O)[C@H]([C@@H](C)CC)n3cc(CCCCN)nn3)CC2)nc(N2CCN(C(=O)[C@H](CCCCN)n3cc(CC(C)O)nn3)CC2)n1 (stereo partly drawn)	-4	0.2	0.9
C[C@H](CO)N1C[C@H](C)[C@@H](CN(C)C(=O)Nc2ccccc2)Oc2c(NS(=O)(=O)c3cccs3)cccc2C1=O	-1	0.7	0.7

The results go on.
SMILES	GalR3 antagonist	OXTR ag	V1aR counter
CC(C)NC(=O)Nc1ccc2c(c1)C(=O)N([C@H](C)CO)C[C@H](C)[C@@H](CN(C)C(=O)NC1CCCCC1)O2	-2	2.6	1.6
COC(=O)[C@]1(CC(C)C)N[C@H](c2ccc(-c3ccc(Cl)c(Cl)c3)cc2)[C@@H]2C(=O)N(C)C(=O)[C@@H]21	-6	0.0	1.1
N#CC1(NC(=O)COc2ccc(S(=O)(=O)N3CCCC3)cc2[N+](=O)[O-])CCCCC1	-2	1.6	1.9
O=C(Cc1ccc(S(=O)(=O)N2CCOCC2)s1)N1CCN(c2ccc(C(F)(F)F)cc2[N+](=O)[O-])CC1	-1	3.3	3.1
COc1cc(C(=O)OCC(=O)NC2CC2)cc(OC)c1OC	-2	-0.1	0.2
Cc1cc(C)c(OCC(=O)OCC(=O)NC2CCC(C)CC2)c(C)c1 (stereo not drawn)	-1	-1.8	-1.5
C=CCn1c(SCC(=O)Nc2c(C)n(C)n(-c3ccccc3)c2=O)nc2ccccc2c1=O	0	-1.4	0.5
COc1ccccc1CNC(=O)COC(=O)C1CCN(S(=O)(=O)c2ccccc2)CC1	1	-0.5	0.1
CN(Cc1ccc(Cl)s1)C(=O)CNC(=O)CNC(=O)c1ccc(Cl)cc1Cl	2	-1.3	-0.3
COc1ccccc1NS(=O)(=O)c1ccc(C(=O)N2CCN(c3ccccc3)CC2)cc1	-8	9.5	12

The list continues:
SMILES	GalR3 antagonist	OXTR ag	V1aR counter
CN(Cc1ccccc1)C(=O)c1[nH]cnc1C(=O)NCc1ccc(CNC(=O)OC(C)(C)C)cc1	-1	4.7	4.3
CC(NC(=O)COC(=O)COc1ccc(C(=O)c2ccccc2)cc1)c1ccccc1 (stereo not drawn)	-3	9.6	6.2
CCCNC(=O)C(Cc1ccc(C(F)(F)F)cc1)NC(=O)c1ccc2ccccc2n1 (stereo not drawn)	-7	-0.9	1.1
CCN(CC)S(=O)(=O)c1ccc(N2CCOCC2)c(NC(=O)c2ccc(N3CCCC3=O)cc2)c1	1	-1.4	-1.2
CN1CCCN(S(=O)(=O)c2cccc(C(F)(F)F)c2)c2nc3ccccc3nc21	-3	-1.3	0.7
O=C(CSc1nnnn1C1CC1)N1CCN(c2ccccc2F)CC1	-1	1.2	-0.4
COc1ccc(-c2coc3cc(O[C@@H]4O[C@H](CO)[C@@H](O)[C@H](O)[C@H]4O)ccc3c2=O)cc1	-1	1.4	0.9
Cc1c(C(=O)OCC(=O)NC(=O)NC2CCCCC2)cccc1[N+](=O)[O-]	-6	-0.2	1.8
Cc1cccc(C)c1NC(=O)CNC(=O)Cn1nc(C)c(C)c(C#N)c1=O	-2	0.0	1.1
CC(C)CN(C(=O)COC(=O)Cc1ccc(Cl)cc1)c1c(N)n(Cc2ccccc2)c(=O)[nH]c1=O	-1	0.5	-0.3

Following part.
SMILES	GalR3 antagonist	OXTR ag	V1aR counter
COC(=O)c1c(NC(=O)CN2C(=O)NC3(CCCCC3C)C2=O)sc2c1CCC2 (stereo not drawn)	-5	-2.1	-0.9
CCOc1cc(N2CCOCC2)c(OCC)cc1NC(=O)c1[nH]c(C)c(C(C)=O)c1C	-3	-0.2	0.8
COc1ccc(NC(=O)CN(C)C(=O)c2cn(-c3ccccc3)nc2-c2ccc(OC)cc2)cc1	0	-1.7	0.2
O=C(COc1ccccc1)Nc1ccc(N2CCCCC2)cc1	-4	-1.5	-0.3
CCOC(=O)C1=C(C)Nc2ccccc2N/C1=N\S(=O)(=O)c1ccc(Cl)cc1	-4	7.0	5.4
c1ccc2[nH]c(Cn3nnc4ccccc43)nc2c1	-9	0.9	0.0
Cc1cc(C)cc(C(=O)NCC(=O)N(C)CCOc2ccccc2)c1	-4	-1.2	-0.1
Cc1ccc(N2CC(NS(=O)(=O)c3cccs3)CC2=O)cc1 (stereo not drawn)	-7	0.4	0.9
Cc1ccc(S(=O)(=O)N2CCC(C(=O)NCCC3=CCCCC3)CC2)c(C)c1	-2	-1.3	1.3
CCCn1c(SC(C)C(=O)N2CCOCC2)nc2ccc(Br)cc2c1=O (stereo not drawn)	-4	-1.5	0.1

Other results.
SMILES	GalR3 antagonist	OXTR ag	V1aR counter
CC1CCC(NC(=O)COC(=O)c2ccco2)CC1 (stereo not drawn)	-6	0.2	2.7
COc1ccc(N2CCN(C(=O)COC(=O)c3cnccn3)CC2)cc1	-1	1.0	0.7
O=C(Cc1cccc([N+](=O)[O-])c1)Nc1ccc(C(=O)N2CCOCC2)cc1	-4	1.6	0.9
Nc1c(Cl)cnn(-c2ccccc2)c1=O	-6	-0.9	3.5
COc1ccc(OCC(=O)Nc2cc(S(=O)(=O)N3CCCCC3)ccc2OC)cc1	-5	-0.9	-0.7
CC(N=C1NS(=O)(=O)c2ccccc21)C(=O)OCC(=O)N(C)C1CCS(=O)(=O)C1 (stereo not drawn)	-5	-0.6	0.4
COc1cccc2c(=O)c3c([nH]c12)OC(C)(C)C3	-4	-0.9	0.1
COc1ccccc1N1CC(C(=O)Nc2ccc(N3CCOCC3)cc2)CC1=O (stereo not drawn)	4	0.7	0.9
NNC(=O)C1SCCN1S(=O)(=O)c1ccc(Cl)cc1 (stereo not drawn)	-1	-0.5	0.0
CCN1CCN(c2ccc(S(=O)(=O)N3CCOCC3)cc2NC(=O)C(C)Oc2ccc(F)cc2)CC1 (stereo not drawn)	-6	1.9	1.4

(listing goes on)
SMILES	GalR3 antagonist	OXTR ag	V1aR counter
CN(C)C(=O)c1ccc(NC(=O)CC2SC(N3CCCC3)=NC2=O)cc1 (stereo not drawn)	-2	0.6	-0.1
O=C(NCc1ccco1)c1ccc(S(=O)(=O)N2CCCCCC2)cc1	-2	0.3	0.8
CC1(C)CC(NC(=O)c2cccc(S(=O)(=O)N(Cc3ccccc3)c3ccccc3)c2)CC(C)(C)N1	-4	-0.5	0.6
COC(=O)c1cc(C(=O)OCC(=O)N2CCCCC2)cc([N+](=O)[O-])c1	-6	0.2	0.5
O=C1OC[C@@H]2CCCN2C(=O)[C@@H](CC(=O)N(CCO)Cc2ccccc2)C/C=C\CC[C@H]1Cc1ccc(F)cc1	-6	-1.4	-0.2
Cc1ccc(S(=O)(=O)N2CCN(C(=O)CSc3ncn[nH]3)CC2)cc1	-3	0.8	0.0
Cc1ccc(C(=O)C(C)OC(=O)Cc2n[nH]c(=O)c3ccccc23)cc1C (stereo not drawn)	-3	-0.2	0.3
CN(Cc1cccs1)C(=O)CN1C(=O)c2ccccc2S1(=O)=O	-6	0.6	0.4
Cc1cccc(/C=C/c2onc(C)c2[N+](=O)[O-])n1	-2	-0.8	-0.7
CN(c1ccc(OCC(=O)N2CCCC2)cc1)S(=O)(=O)c1ccc(Cl)cc1	4	1.4	0.9
COc1ccc(CCn2c(C)cc(C(=O)CN3C(=O)C(=O)N(Cc4ccco4)C3=O)c2C)cc1	-6	0.6	1.7
NS(=O)(=O)c1ccc(NC(=O)COC(=O)CSCc2ccc(F)cc2)cc1	0	1.9	1.1
CC(C)CC1NC(=O)N(CC(=O)Nc2cccc(Br)c2)C1=O (stereo not drawn)	-5	-0.1	0.7

An excerpt; count on the stated rates, not on these rows.
